Tb PGK inh – blocks T. brucei phosphoglycerate kinase | PGK/GAPDH coupled, Kinase-Glo luminescence, 60 min | 0.043% of 380,000 active | Potency, µM (titrated, usually from 57.5 µM), inactives show at the highest dose activity change, negative = inhibition, actives largely listed as inhibitors | P07378; further: potency means the concentration at half of the fitted maximal effect; on the % scale 0 is the no-effect control and ±100 the full control effect; nearly all actives have a fitted effect of over 60% in size
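Luminescent ATP detection (Kinase-Glo Plus) follows a 60-minute room-temperature incubation, with wells lacking PGK as controls. Buffer: 100 mM TEA (pH 7.6), 5 mM MgCl2, 0.01% Tween-20. Coupling enzyme GAPDH (100 nM final) supplies unstable 1,3-BPG in-well.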
JMJD2A Tudor – JMJD2A Tudor domain (human) inhibition; O75164; AlphaScreen JMJD2A-Tudor / H3K4me3 peptide binding; Potency, µM (titrated, usually from 114 µM), for inactives: at the top dose activity change, negative = inhibition, actives largely listed as inhibitors; 4.4% of 390,000 active; further: potency means the concentration at half of the fitted maximal effect; on the % scale 0 is the no-effect control and ±100 the full control effect; nearly all actives have a fitted effect of over 50% in size
Pin1 inh – blocks the human prolyl isomerase Pin1. Q13526. Pin1 FP peptide displacement, HiFluor488, 10 min. Potency, µM (doses to about 115 µM), for inactives: top-dose activity, negative = inhibition, hits mostly inhibitors. 0.009% of 390,000 active; active means well fitted inhibition curve with a large enough effect in the polarisation, with a control signal flat, not every such curve was filed as active; inconclusive means small, poorly fitted or top-dose-only effect, or effect the other way, or a change in a side signal; inactive means no such curve, though single readings can be large or run the other way; the % refers to the polarisation; further: potency means the concentration at half of the fitted maximal effect; on the % scale 0 is the no-effect control and ±100 the full control effect
BAZ2B block – inhibitors of human BAZ2B bromodomain. Potency, µM (titrated, usually from 114 µM), for inactives: top-dose activity change, negative = inhibition, actives largely listed as inhibitors. 4.4% of 360,000 active. AID 504333. AlphaScreen BAZ2B-H3K14Ac peptide displacement; further: potency means the concentration at half of the fitted maximal effect; on the % scale 0 is the no-effect control and ±100 the full control effect; nearly all actives have a fitted effect of over 60% in size
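Complex of BAZ2B and biotin-H3K14Ac (50 nM apiece) forms over 30 min at RT, then faces library compounds up to 110 uM for another 30 min; AlphaScreen beads added, 20 min dark incubation, luminescence read.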
GLS inh – blocks human kidney-isoform glutaminase activity; O94925; Potency, µM (series often up to 45.5 µM), for the others: at the highest dose activity change, negative = inhibition, hits mostly inhibitors; GLS enzymatic activity, qHTS titration; 0.21% of 410,000 active; AID 624170; further: potency means the concentration at half of the fitted maximal effect; on the % scale 0 is the no-effect control and ±100 the full control effect
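Compounds were pin-transferred onto hKGA, after which L-glutamine (1 mM solution) and a detection mix of glutamate oxidase, HRP and Amplex Red were added. Initial and 30 min RT fluorescence reads were collected.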
HP1b binding inh – blocks HP1-beta chromodomain binding to methylated histone tails; P83916; AlphaScreen HP1-beta / biotin-H3K9me3 peptide binding; Potency, µM (series often up to 114 µM), for the others: at the top dose activity change, negative = inhibition, hits mostly inhibitors; 0.56% of 390,000 active; AID 540317; further: potency means the concentration at half of the fitted maximal effect; nearly all actives have a fitted effect of over 70% in size; inactives centre near 23
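AlphaScreen: HP1-beta (50 nM) preformed 30 min with biotin-H3(1-18)K9me3 peptide (50 nM) in PBS pH 7.4, 0.01% Tween-20. Compound added for 30 min at RT, then streptavidin donor/nickel chelate acceptor beads (10 ug/mL) for 30 min.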
ERG Ets-DNA blk – inhibitors of human ERG Ets domain-DNA interaction; P11308; fluorescence polarization, His-ERG Ets domain / labelled DNA; Potency, µM (top dose mostly 76.9 µM), for the others: at the top dose FP activity, negative = inhibition, most hits filed as inhibitors; 0.028% of 370,000 active; AID 624246; active means well fitted inhibition curve with a large enough effect in the polarisation, with a control signal flat; inconclusive means small, poorly fitted or top-dose-only effect, or effect the other way, or a change in a side signal; inactive means no such curve, though single readings can be large or run the other way; the % refers to the polarisation;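 further: polarization taken with two DNA probes labelled with fluorescein and Texas red; potency means the concentration at half of the fitted maximal effect; % of control where 0% means no effect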
Target sequence (P11308 whole entry, looked up, the tested form may be a part): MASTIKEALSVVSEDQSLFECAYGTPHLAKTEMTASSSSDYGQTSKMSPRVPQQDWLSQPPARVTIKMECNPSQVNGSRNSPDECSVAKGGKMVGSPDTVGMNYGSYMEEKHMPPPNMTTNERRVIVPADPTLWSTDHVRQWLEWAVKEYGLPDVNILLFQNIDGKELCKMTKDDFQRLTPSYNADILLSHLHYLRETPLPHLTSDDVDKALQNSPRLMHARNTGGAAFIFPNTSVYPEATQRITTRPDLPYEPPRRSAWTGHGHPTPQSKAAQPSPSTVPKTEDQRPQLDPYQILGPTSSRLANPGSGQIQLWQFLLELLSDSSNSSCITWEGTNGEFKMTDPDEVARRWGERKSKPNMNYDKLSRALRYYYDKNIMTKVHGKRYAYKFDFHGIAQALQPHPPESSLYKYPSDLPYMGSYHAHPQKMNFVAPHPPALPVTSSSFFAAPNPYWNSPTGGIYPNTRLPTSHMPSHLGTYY
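His-tagged ERG Ets domain (1 uM in the protein solution; 300mM KCl, 50mM Tris-HCl, 1mM EDTA, 1mM DTT, pH 7.5) received compound, then a probe mix of 5 nM fluorescein-DNA and 100nM Texas-615-DNA. Fluorescence polarization was read for both dyes.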
PI4K2A inh – blocks human PI4K2A kinase activity; Q9BTU6; purified PI4K2A, ADP-Glo luminescence, 1 h; active compounds read low; activity change, negative = inhibition, % at 76.9 µM; 0.13% of 420,000 active; in the data active means activity change below about -50%; inconclusive means mostly about -30% to -49%;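 further: -100% = wells without enzyme as full effect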
Target sequence (Q9BTU6 whole entry, looked up): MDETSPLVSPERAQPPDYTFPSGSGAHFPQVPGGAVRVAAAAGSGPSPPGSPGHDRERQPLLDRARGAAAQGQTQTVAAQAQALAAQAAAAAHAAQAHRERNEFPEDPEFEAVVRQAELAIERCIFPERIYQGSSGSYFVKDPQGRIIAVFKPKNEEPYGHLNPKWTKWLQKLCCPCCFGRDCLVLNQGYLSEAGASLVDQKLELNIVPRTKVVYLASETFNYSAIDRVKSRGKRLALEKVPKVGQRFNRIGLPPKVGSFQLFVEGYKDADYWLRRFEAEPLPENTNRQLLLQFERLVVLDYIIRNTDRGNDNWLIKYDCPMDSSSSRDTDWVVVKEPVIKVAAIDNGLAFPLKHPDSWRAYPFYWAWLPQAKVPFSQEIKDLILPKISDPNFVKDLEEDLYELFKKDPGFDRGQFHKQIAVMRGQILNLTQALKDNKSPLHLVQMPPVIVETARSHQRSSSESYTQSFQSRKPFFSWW
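In this quantitative HTS, ADP production by PI4K2A was quantified luminescently after 1 h at ambient temperature; 100 microM adenosine served as plate-quality control.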
G9a inh – G9a (human) methyltransferase inhibition; Q96KQ7; G9a H3K9 monomethylation, AlphaScreen, 2 h; Potency, µM (top dose mostly 102 µM), without a hit: top-dose activity, negative = inhibition, usual class: inhibitors; 8.8% of 350,000 active; further: potency means the concentration at half of the fitted maximal effect; on the % scale 0 is the no-effect control and ±100 the full control effect; nearly all actives have a fitted effect of over 75% in size
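Methyltransferase reactions run at room temperature for 2 h (20 nM enzyme, 500 nM biotin-H3K9 peptide, 20 uM SAM) after a 15 min compound preincubation; product detected by AlphaScreen beads and anti-H3K9me1 antibody.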
* marks the source's active call; other numbers are inactive results; i = inactive; ? = inconclusive; · = no result given; [ ] = remark or other dose. Unless noted, the call rests on the fitted dose curve; in most records, active means well fitted curve in the direction sought with a large enough effect; inconclusive means small, poorly fitted or top-dose-only effect, or another doubt; inactive means no such curve, though single readings can be large; an effect the other way counts as inactive or inconclusive. Compounds as they come; about 11% have a hit in one of these screens.

| Structure | BAZ2B block | G9a inh | PI4K2A inh | HP1b binding inh | ERG Ets-DNA blk | JMJD2A Tudor | Pin1 inh | Tb PGK inh | GLS inh |
| --- | --- | --- | --- | --- | --- | --- | --- | --- | --- |
| Cc1ccc(NC(=O)c2ccccc2SCC(=O)N2CCCC2)cc1S(=O)(=O)N(C)C | -14.1% | -6.9% | -3.7 | 35.7% | 9.0% | -15.4% | -9.4% | i | -9.7% |
| O=C(CNC(=O)c1cccc(F)c1)OCC(=O)N1CCCc2ccccc21 | 3.6% | 8.6%[59 µM] | 0.7 | 23.5% | -6.8% | -4.3% | ? | -5.8% | 8.9% |
| COc1ccc(-c2cc(C(=O)Nc3cccnc3Cl)no2)cc1 | -14.3% | 0.5% | -1.4 | 18.8% | 5.8% | -2.1% | 3.3% | 0.3% | 1.1% |
| CCn1c(COc2ccccc2C)nnc1SCC(=O)CC(=O)Nc1ccccc1 | -6.0% | -13.9% | 1.6 | 17.7% | 2.6% | -20.1% | 22.5% | -8.7% | 0.0% |
| COc1ccc(C(=O)Nc2ccc(NC(=O)c3cccs3)cc2)cc1OC | -2.6% | -24.8%[59 µM] | ? | 20.0% | -8.5% | -25.5% | -1.7% | -4.9% | -8.5% |
| CCc1ccc(S(=O)(=O)/N=C2\C=C(Nc3ccc(C(=O)O)cc3)C(=O)c3ccccc32)cc1 | 7.94µM* | 8.91µM* | -27.0 | ? | -7.1% | 28.2µM* | ? | -17.7% | -11.0% |
| CCC(=O)Nc1c(S(=O)(=O)c2ccccc2)c2nc3ccccc3nc2n1Cc1ccccc1 | -6.6% | 1.3%[59 µM] | -3.6 | 14.3% | 9.6% | -11.6% | 1.7% | 2.6% | 2.3% |
| O=C(O)c1cc(N2C(=O)C3C4C=CC(C4)C3C2=O)ccc1N1CCOCC1 (stereo unspecified) | -12.9% | -25.0% | -16.5 | 31.9% | -6.0% | 4.5% | 0.7% | 1.5% | 7.6% |
| CCOc1ccc(-c2nc3n(c(=O)c2C#N)CCS3)cc1 | 0.8% | 18.1% | -26.7 | 21.2% | 8.8% | -8.1% | -8.7% | -1.0% | 9.4% |
| COc1cccc(-c2nnc(SCC(=O)NC3CCCCC3)o2)c1 | -5.8% | 8.91µM* | -1.3 | -13.3% | -2.2% | -15.4% | 1.7% | 13.8% | -8.7% |
| COc1ccc(S(=O)(=O)Nc2cc(C)ccc2OC)cc1C | 11.4% | 7.6%[12.7 µM] | 3.0 | 79.2%[activator] | -3.3% | 10.3% | -3.6% | -2.3% | 10.7% |
| O=C(CCn1c(=O)oc2ccccc21)NCCC1=CCCCC1 | -1.9% | 0.1% | -2.5 | 36.6% | -7.5% | 1.1% | 6.9% | 6.5% | 0.2% |
| COC(=O)c1ccc(N=c2sc(C(=O)OC)cc(=O)n2C)cc1 | -15.2% | ? | 2.9 | 29.7% | 6.5% | -22.4% | -1.6% | 7.1% | -0.7% |
| O=C1CC(N(CCc2ccccc2)C(=S)Nc2ccccc2)C(=O)N1c1ccc(Br)cc1 (stereo unspecified) | 6.7% | 20.4%[59 µM] | 1.4 | 22.5% | -6.4% | -16.4% | 11.8% | i | -11.3% |
| Cn1c(SCCCC(=O)c2ccc(F)cc2)nnc1-c1ccncc1 | 15.1% | 6.6%[2.33 µM] | 6.8 | 24.1% | -2.6% | -16.5% | -0.8% | 2.3% | 4.5% |
| Cn1cnc(S(=O)(=O)NCc2ccc(Br)cc2)c1 | -17.0% | -9.3%[59 µM] | -2.0 | 50.3%[activator] | 0.8% | -3.4% | -2.8% | i | -9.6% |
| CCCCNc1nc2c(c(=O)n(Cc3ccc(Cl)c(Cl)c3)c(=O)n2C)n1C | ? | -43.2%[59 µM] | -9.0 | 13.9% | -6.4% | ? | -4.7% | -2.4% | -7.1% |
| CCC(=O)c1ccc(OCC(=O)OCC(=O)NC2CCCCCC2)cc1 | 4.0% | -31.4% | -1.6 | -12.9% | 3.6% | -15.3% | -9.7% | -6.8% | -2.1% |
| COCCN(C(=O)C1CC1)c1nnc(-c2ccc(C)cc2)s1 | 4.9% | 8.4%[59 µM] | -5.3 | 29.0% | -4.0% | 2.0% | 0.3% | i | -11.8% |
| C=CCC(NCc1ccccc1)c1ccc(C)o1 (stereo unspecified) | · | · | -14.0 | -7.7% | -3.2% | -8.4%[11.4 µM] | -0.3% | 5.5% | -2.2% |
| S=C(NC1CCCCC1)NN1CCCCCC1 | · | · | 3.5 | 5.8% | -0.9% | -24.0% | 3.1% | -2.9% | -5.6% |
| O=C(N/C(=C\c1ccccc1)C(=O)N1CCOCC1)c1ccco1 | 22.8% | 16.4% | 3.4 | 12.4% | 5.5% | -9.5% | -9.1% | -8.9% | -0.6% |
| CCOC(=O)c1sc2nc(CC(=O)OC)nc(N(C)CCc3ccccn3)c2c1C | -15.7% | -11.8%[59 µM] | -3.8 | 2.2% | -5.5% | -6.8%[57.1 µM] | -2.4% | 8.0% | 1.3% |
| Cc1cc2ccccc2n1CCNC(=O)Cc1cccc2ccccc12 | 7.9% | -2.5%[59 µM] | 1.9 | 17.2% | ? | -20.1% | -24.9% | 0.8% | 6.3% |
| CN(CC(=O)Nc1cccc(F)c1)C(=O)c1cn(-c2ccccc2)nc1-c1ccc(F)cc1 | -5.3% | 35.5%[12.7 µM] | 2.4 | 30.1% | 5.3% | -27.4% | 19.1% | -5.9% | 1.0% |
| Cc1cccc(NC(=O)N2CCC(n3c(C)nc4cccnc43)CC2)c1 | -1.1% | 21.4%[59 µM] | -14.9 | 33.1% | 7.6% | -6.3% | -1.8% | i | 6.5% |
| O=c1c2[nH]c3ccc(F)cc3c2ncn1CCCN1CCOCC1 | -13.6% | -30.1% | 14.6 | 13.4% | 6.4% | 0.4% | -1.2% | -5.9% | 0.6% |
| Cc1cc(C)n2nc(CC#N)c(C#N)c2n1 | -11.0% | -5.3% | 1.5 | 6.1% | 19.4% | -23.0% | 3.0% | -0.5% | -3.1% |
| CC(=O)c1c(C)[nH]c(C(=O)OCn2nnc3ccccc3c2=O)c1C | 5.0% | -16.0% | 1.3 | 0.2% | -3.8% | -19.9%[11.4 µM] | -1.6% | -8.5% | -4.2% |
| COc1ccc2c(c1)c1c(c(=O)n(-c3ccc(C)cc3)c(=O)n1CC(=O)NCc1ccc(C)cc1)n2C | -5.6% | 4.9%[59 µM] | 0.6 | 38.5% | 1.8% | 6.2% | -7.0% | -2.3% | 8.8% |

The list goes on.
| Structure | BAZ2B block | G9a inh | PI4K2A inh | HP1b binding inh | ERG Ets-DNA blk | JMJD2A Tudor | Pin1 inh | Tb PGK inh | GLS inh |
| --- | --- | --- | --- | --- | --- | --- | --- | --- | --- |
| Cc1ccc(Nc2c(-c3ccc(N(C)C)cc3)nc3ccccn23)cc1 | -19.7% | ? | -2.6 | ? | 0.9% | 7.94µM* | 0.7% | i | 38.4%[activator] |
| CN(C)c1ccc2c(c1)Sc1cc(N(C)C)ccc1N2C(=O)c1ccccc1 | 8.91µM* | 10µM* | 3.3 | 12.6µM* | 8.2% | 14.1µM* | 2.5% | -0.6% | -12.3% |
| Cc1ccc(N2C(=O)C3C4CCC(O4)C3C2=O)c(OC(F)F)c1 (stereo unspecified) | 2.1% | -2.9%[2.33 µM] | 3.0 | 25.3% | 1.9% | -11.4% | 2.6% | 4.3% | 0.6% |
| CN1CCN(C(=O)Cn2c(=O)oc3cc(S(=O)(=O)NCc4ccccc4)ccc32)CC1 | 1.3% | 11.3% | -4.5 | 22.4% | 11.7% | 0.7% | -1.1% | -0.6% | -12.4% |
| COc1ccc(C(=O)NC(C)c2csc(C)n2)cc1OC1CCN(C(C)=O)CC1 (stereo unspecified) | -11.0% | -10.2% | 11.2 | 38.7%[activator] | -2.9% | -17.4% | -3.7% | -2.7% | -5.9% |
| COC(=O)c1cc(NS(=O)(=O)c2ccc(NC(C)=O)cc2)cc(C(=O)OC)c1 | 8.3% | -4.5%[59 µM] | 3.2 | 58.3%[activator] | 5.9% | -10.3% | 7.7% | i | 4.8% |
| Cc1c(C(=O)Nc2cccnc2Cl)oc2ccccc12 | 2.7% | -2.9% | -19.4 | 26.9% | 3.2% | 7.8% | -4.5% | 0.8% | -7.5% |
| CCCNc1ccc(-c2nc(-c3ccncc3)no2)cc1[N+](=O)[O-] | -19.3% | -6.7%[59 µM] | 1.0 | 29.3% | 3.3% | -14.2% | 14.9% | -10.4% | -8.3% |
| COc1ccccc1C(=O)NNC(=O)CCCN1C(=O)/C(=C/c2cccs2)SC1=S | -29.7% | 9.0%[59 µM] | -2.6 | 22.6% | 0.4% | -9.1% | ? | 6.1% | 1.5% |
| O=C1CSC(=S)N1N=Cc1ccccc1O | · | · | -8.2 | ? | 60.7%[activator] | 17.8µM* | 16.5% | -1.5% | 31.7%[activator] |
| Cc1nc(C)n(C(C)CNC(=O)c2cccc(Br)c2)n1 (stereo unspecified) | -28.7% | 20.1%[59 µM] | -0.2 | 17.5% | 2.2% | -5.8% | 3.8% | -1.4% | 5.9% |
| CN(C)CCNC(NC(=O)c1cccs1)C(Cl)(Cl)Cl (stereo unspecified) | 5.0% | -14.2% | -3.8 | 23.5% | 1.2% | -10.7% | -0.8% | i | 6.9% |
| C/C=C(\C)CN1CCN(c2cc(C)ccc2C)CC1 | -32.5% | 1.26µM* | 2.1 | ? | 0.4% | 5.62µM* | -9.7% | -7.7% | 7.6% |
| COc1ccc(C(=O)n2ncc(C#N)c2N)cc1 | -21.4% | ? | 20.9 | 35.9% | -1.6% | 1.4% | 0.7% | -0.5% | 6.0% |
